# Screening data (PubChem)
# PTHR1 agonist – qHTS for PTHR1 Agonists: Primary Screen; Parathyroid hormone/parathyroid hormone-related peptide receptor (Homo sapiens), Q03431; Potency, µM (top dose mostly 115 µM), inactives show at the top dose activation, actives largely listed as activators; 410,000 tested, 0.075% active; HEK293 GP2 PTHR1 cells, GloSensor cAMP luminescence, 1 h; AID 743266, 2014; note: potency is the fitted concentration of half-maximal effect; nearly all actives have a fitted effect of over 55% in size; some results filed as inactive show a strong effect at the top dose; inactives centre near -15; many of its hits are not listed in these tables
#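 HEK-293-derived GP2 cells expressing PTHR1 and a GloSensor cAMP reporter, 3,000/well, plated overnight, given luciferin plus IBMX (each 0.5 mM as added) for 1 h at 37 °C, then compound for 1 h at 37 °C. Luminescence was read after 15 min at room temperature.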
# GLP1R inv ag – qHTS of GLP-1 Receptor Inverse Agonists (Inhibition Mode); HEK293 GLP-1R CRE-luciferase, luminescence, 24 h; GLP-1R form is constitutively active; Potency, µM (top dose mostly 38.3 µM), inactives show at the highest dose activity change, negative = inhibition, actives largely listed as inhibitors; AID 624417, 2012; 410,000 tested, 1.6% active; Glucagon-like peptide 1 receptor (Homo sapiens), P43220; note: potency is the fitted concentration of half-maximal effect; % is set by controls: 0 for no effect and ±100 for the full control effect; nearly all actives have a fitted effect of over 55% in size
# Target sequence (P43220 whole entry, looked up): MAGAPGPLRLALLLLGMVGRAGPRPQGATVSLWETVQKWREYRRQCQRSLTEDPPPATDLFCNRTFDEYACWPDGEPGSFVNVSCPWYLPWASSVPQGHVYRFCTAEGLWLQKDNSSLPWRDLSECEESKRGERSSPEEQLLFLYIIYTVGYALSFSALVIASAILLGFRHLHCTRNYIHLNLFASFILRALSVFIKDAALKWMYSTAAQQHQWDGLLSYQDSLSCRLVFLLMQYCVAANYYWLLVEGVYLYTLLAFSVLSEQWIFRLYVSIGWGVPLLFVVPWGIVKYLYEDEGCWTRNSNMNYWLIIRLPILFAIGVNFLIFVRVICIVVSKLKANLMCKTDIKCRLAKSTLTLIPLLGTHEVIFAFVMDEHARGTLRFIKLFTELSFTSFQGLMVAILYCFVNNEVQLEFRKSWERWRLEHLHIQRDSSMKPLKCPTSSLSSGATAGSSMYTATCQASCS
#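 Seeding at 200 cells/uL, 12 h culture, 24 hr compound treatment, then luciferase reagent and a luminescence read; cells are HEK293 stably expressing a constitutively active GLP-1R plus cAMP-responsive luciferase.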
# aSyn rescue – qHTS of alpha-syn Inhibitors; Yeast expressing alpha-synuclein, growth rescue, BacTiter-Glo, 24 h; Potency, µM (titrated, usually from 46.1 µM), for inactives: at the top dose growth rescue (activation), most hits filed as activators; 370,000 tested, 0.14% active; AID 652106, 2013; note: potency is the fitted concentration of half-maximal effect; % of control where 0% means no effect; nearly all actives have a fitted effect of over 65% in size
#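 Galactose-induced alpha-syn yeast (OD600=0.02, raffinose-pregrown) + pinned cpd, 24 hr, 30 deg C; growth by BacTiter-Glo luminescence. Growth restoration scores as activation.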
# TDP43 rescue – qHTS of TDP-43 Inhibitors; Potency, µM (series often up to 46.1 µM), without a hit: top-dose growth rescue (activation), hits mostly activators; 410,000 tested, 1.8% active; TDP-43 expressing yeast growth rescue, BacTiter-Glo, 24 h; note: potency is the fitted concentration of half-maximal effect; % of control where 0% means no effect; nearly all actives have a fitted effect of over 50% in size
#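 Cell-based yeast growth screen: TDP-43 expression induced in galactose, inoculum OD600=0.02 after raffinose pregrowth to mid-log. Read-out BacTiter-Glo luminescence at 24 hr, 30 deg C; inhibition of toxicity seen as signal increase.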
# GLP-1R agonist – qHTS of GLP-1 Receptor Agonists. Glucagon-like peptide 1 receptor (Homo sapiens), P43220. HEK293 GLP-1R CRE-luciferase, luminescence, 4-6 h; cells express a hypersensitive GLP-1R form. Potency, µM (top dose mostly 45.6 µM), for inactives: at the top dose activation, usual class: activators. 380,000 tested, 0.007% active; note: potency is the fitted concentration of half-maximal effect; % of control where 0% means no effect
# Abeta rescue – qHTS for compounds that reverse cellular toxicity of Amyloid beta (A-beta) peptide in yeast: Primary Screen; 410,000 tested, 0.063% active; AID 1347071, 2019; yeast expressing A-beta42, growth rescue, OD600, 48 h; response scale: 0% DMSO, 100% iron-clioquinol control; Potency, µM (doses to about 46.1 µM), inactives show top-dose growth rescue, hits mostly activators; note: potency is the fitted concentration of half-maximal effect; nearly all actives have a fitted effect of over 55% in size
#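 Yeast growth medium received pinned compounds, then yeast cells expressing toxic A-beta were added; plates incubated at 30 C for 48 hr. Growth read as absorbance at 600 nm, normalized to DMSO and equimolar FeCl3 plus clioquinol controls.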
# DRD3 antagonist – qHTS of D3 Dopamine Receptor Antagonist: qHTS; max response, negative = inhibition, %; D(3) dopamine receptor (Homo sapiens), P35462; 360,000 tested, 2.5% active; D3R cells, DiscoveRx beta-arrestin luminescence, antagonist mode; hits give low values; in the data active = max response below about -50%; inconclusive = no clear call, values can overlap the other calls; note: % is set by controls: 0 for no effect and ±100 for the full control effect; mostly tested at two doses, the higher about 12 µM
# Target sequence (P35462 whole entry, looked up): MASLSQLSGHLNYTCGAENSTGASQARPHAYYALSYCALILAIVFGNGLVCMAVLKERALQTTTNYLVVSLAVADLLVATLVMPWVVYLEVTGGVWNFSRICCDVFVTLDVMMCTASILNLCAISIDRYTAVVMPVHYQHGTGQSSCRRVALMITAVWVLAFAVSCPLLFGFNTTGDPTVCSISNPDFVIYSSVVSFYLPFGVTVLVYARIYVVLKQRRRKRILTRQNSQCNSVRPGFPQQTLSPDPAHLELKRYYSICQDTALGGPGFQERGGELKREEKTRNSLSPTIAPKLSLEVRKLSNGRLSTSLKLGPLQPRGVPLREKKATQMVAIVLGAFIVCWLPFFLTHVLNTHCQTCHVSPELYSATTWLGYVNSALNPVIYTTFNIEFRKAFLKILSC
#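 Cells expressing the human receptor were seeded at 1500 cells/well, incubated overnight at 37 degrees C in 5% CO2, then exposed to library compounds with dopamine controls for 90 minutes at 37 degrees C before luminescent detection.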
# Akt phos inh – HTS Assay for Inhibitors of Akt Phophorylation: Primary Screen; activity change, % for hits at 50 µM; 360,000 tested, 0.32% active; Neuro2A IGF-stimulated pAkt S473 HTRF, 20 min; hits give low values; AID 651550, 2012; in the data active = activity change below about -80%; inconclusive = mostly about -51% to -80%; note: % is set by controls: 0 for no effect and ±100 for the full control effect
#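 Neuro2A cells (4,500/well, DMEM with 0.5% FBS) were treated with compound at a single 50 µM final concentration, stimulated with 6 nM IGF for 20 min at 37 °C, and lysed. Phospho-Akt Ser473 was read by HTRF as 665/615 ratio ×10^4.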
# FUS suppressor – qHTS for Suppressors of FUS Proteinopathy: Primary screen using FUS-linked yeast assay; S. cerevisiae FUS-expressing, growth rescue, OD600, 24 h; 390,000 tested, 0.24% active; Potency, µM (titrated, usually from 76.6 µM), for the others: top-dose growth rescue (activation), most hits filed as activators;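 note: potency is the fitted concentration of half-maximal effect; plate controls were DMSO vehicle for no effect and reference control for full effect; nearly all actives have a fitted effect of over 55% in size; some results filed as inactive show a strong effect at the top dose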
#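 Absorbance at 600 nm, taken 24hr after compound addition, measured rescue of FUS-yeast growth at 30C. Induction used 2% galactose with seeding at OD 0.005. Controls: CP55940 from 92uM final, DMSO only.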
# An asterisk follows results filed as active; i = inactive; ? = inconclusive; . = no result given; & = joins results of further samples; [ ] = remark or other dose. Unless noted, calls come from the whole dose curve; as a rule, active = well fitted curve in the direction sought with a large enough effect; inconclusive = small, poorly fitted or top-dose-only effect, or another doubt; inactive = no such curve, though single readings can be large; an effect the other way counts as inactive or inconclusive. This is a subset; rates above refer to the full screens.
SMILES,PTHR1 agonist,GLP1R inv ag,aSyn rescue,TDP43 rescue,GLP-1R agonist,Abeta rescue,DRD3 antagonist,Akt phos inh,FUS suppressor
O=C(NC(c1ccc(Cl)cc1)c1cnccn1)C1CCN(CCCOc2ccccc2)CC1 (stereo unspecified),-20%,?,-1%,-8%,-5%,-22%,-84*,i,-3%
Cc1ccccc1Nc1nc(N)nc(COC(=O)c2cccc(S(=O)(=O)NCc3ccccc3)c2)n1,-11%,12%,2%,10%,13%,7%,14,i,-3%
Cc1cccc(NC(=O)c2c([N+](=O)[O-])c(C(C)(C)C)nn2C)c1,-8%,5µM*,1%,20%,0%,0%,24,i,1%
CCCC(NCC(O)COc1ccc(-c2ccccc2)cc1)c1ccccc1 (stereo unspecified),-32%[inhibitor],13µM*,-13%,0%,-6%,-81%[inhibitor],1,i,28%
CC(C)(C)n1nc2c(c1NC(=O)c1ccccc1)CS(=O)(=O)C2,i,9%,8%,11%,1%,-2%,-1,i,4%
CCC1=NN(C(=O)Cc2ccc([N+](=O)[O-])cc2)C(O)(c2ccc(Br)cc2)C1 (stereo unspecified),-13%,?,15%,20%,-13%,3%,17,i,.
O=C(NCc1ccncc1)Nc1cccc([N+](=O)[O-])c1,i,0%,7%,-5%,9%,-3%,?,i,-34%
NC(=S)N/N=C/c1ccc(C23CC4CC(CC(C4)C2)C3)cc1,-22%,?,15%,?,10%,?,-89*,i,14%
COc1ccc(/C=N/NC(=O)C(=O)NCc2cccnc2)cc1,i,1%,2%,1%,0%,-11%,2,i,-4%
O=S(=O)(NCCc1nnc2ccc(SCc3ccccc3Cl)nn12)c1ccccc1,i,5%,.,15%,.,1%,.,.,15%
CCOC(=O)c1ccc(NC(=O)NC(C)C2CCCO2)cc1 (stereo unspecified),-21%[57.5 µM],-6%,1%,15%,-10%,3%,4,i,15%
CCOc1ccc(NC(=O)Cn2ncc3c2-c2cc(C)ccc2OC3)cc1,-16%,-12%,.,8%,.,1%,.,.,-8%
Cc1cc(C)c(C#N)c(SCC(=O)Nc2ccccc2C)n1,0%,9%,-2%,-5%,18%,-7%,0,i,6%
Cc1nnc(NC(=O)c2ccc(F)c(S(=O)(=O)N3CCOCC3)c2)s1,i,0%,-7%,-20%,-3%,1%,3,i,.
COc1ccc(-n2cc(CNC3CCC(O)CC3)c(-c3cccc(F)c3)n2)cc1 (stereo unspecified),-8%,?,5%,-10%,12%,-4%,7,i,14%
CC(=O)c1ccc2ccccc2c1OC(=O)c1ccncc1,i,-3%,11%,12%,-5%,4%,6,i,-31%
O=C(Nc1ccc2c(c1)OCCO2)C1c2ccccc2OCC(=O)N1Cc1ccco1 (stereo unspecified),5%,1%,1%,24%,-1%,-12%,-2,i,7%
COc1ccc(CC(=O)Nc2c(C(N)=O)oc3ccccc23)cc1,-22%,-15%,-10%,17%,30%,-2%,13,.,-25%
Cc1ccc(NC(=S)NNC(=O)c2c([N+](=O)[O-])c(C)nn2C)cc1,-8%[57.5 µM],0%,-10%,-8%,6%,-15%,-20,i,27%
Cc1cc(N2O[C@]34C=C[C@]25C[C@@H](O)CC[C@]5(C)C3CC[C@]2(C)[C@@H]([C@H](C)/C=C/[C@H](C)C(C)C)CC[C@H]24)no1 (stereo partly specified),-16%,43%[activator],2%,13%,-3%,1%,9,i,-23%
CCOC(=O)C1CCN(C(=O)C2CCN(S(=O)(=O)c3c(C)noc3/C=C/c3ccc(C)cc3)CC2)CC1,-53%[inhibitor],?,.,-6%,1%,-2%,.,.,?
Cc1ccc(N2CC(C(=O)Nc3c4c(nn3C(C)(C)C)CS(=O)(=O)C4)CC2=O)cc1 (stereo unspecified),28%,5%,1%,-17%,4%,-1%,-2,i,14%
O=C(CCc1nnc(CCCc2ccccc2)o1)NCC(F)(F)F,-2%,6%,-7%,-11%,-6%,-10%,-20,i,-24%
O=[N+]([O-])c1ccc(OCC(O)CN2CCN(c3ccccc3F)CC2)cc1 (stereo unspecified),-13%,?,0%,-3%,-5%,21%,-19,i,.

# Arranged by molecular weight (rising): some entries from above.
SMILES,PTHR1 agonist,GLP1R inv ag,aSyn rescue,TDP43 rescue,GLP-1R agonist,Abeta rescue,DRD3 antagonist,Akt phos inh,FUS suppressor
CC(=O)c1ccc2ccccc2c1OC(=O)c1ccncc1,i,-3%,11%,12%,-5%,4%,6,i,-31%
Cc1cc(C)c(C#N)c(SCC(=O)Nc2ccccc2C)n1,0%,9%,-2%,-5%,18%,-7%,0,i,6%
Cc1nnc(NC(=O)c2ccc(F)c(S(=O)(=O)N3CCOCC3)c2)s1,i,0%,-7%,-20%,-3%,1%,3,i,.
COc1ccc(-n2cc(CNC3CCC(O)CC3)c(-c3cccc(F)c3)n2)cc1 (stereo unspecified),-8%,?,5%,-10%,12%,-4%,7,i,14%
O=C(Nc1ccc2c(c1)OCCO2)C1c2ccccc2OCC(=O)N1Cc1ccco1 (stereo unspecified),5%,1%,1%,24%,-1%,-12%,-2,i,7%
Cc1ccc(N2CC(C(=O)Nc3c4c(nn3C(C)(C)C)CS(=O)(=O)C4)CC2=O)cc1 (stereo unspecified),28%,5%,1%,-17%,4%,-1%,-2,i,14%
Cc1cc(N2O[C@]34C=C[C@]25C[C@@H](O)CC[C@]5(C)C3CC[C@]2(C)[C@@H]([C@H](C)/C=C/[C@H](C)C(C)C)CC[C@H]24)no1 (stereo partly specified),-16%,43%[activator],2%,13%,-3%,1%,9,i,-23%
CCOC(=O)C1CCN(C(=O)C2CCN(S(=O)(=O)c3c(C)noc3/C=C/c3ccc(C)cc3)CC2)CC1,-53%[inhibitor],?,.,-6%,1%,-2%,.,.,?

# The list goes on:
SMILES,PTHR1 agonist,GLP1R inv ag,aSyn rescue,TDP43 rescue,GLP-1R agonist,Abeta rescue,DRD3 antagonist,Akt phos inh,FUS suppressor
O=C1C(F)=CC(COC(c2ccccc2)(c2ccccc2)c2ccccc2)OC1n1cc(F)c(=O)[nH]c1=O (stereo unspecified),-29%,?,-54%[inhibitor],?,-16%,-70%[inhibitor],-17,i,.
COc1ccc(NC(=O)COC(=O)CC2CCCC2)cc1,i,9%,3%,-25%,21%,7%,-23,i,-11%
CC(C)COC(=O)Nc1ccc(C(=O)O)cc1,i,2%,2%,0%,-6%,-15%,-19,i,41%
CN(C)CCCCOc1ccccc1-c1ccccc1,-5%[57.5 µM],0%,0%,-5%,1%,6%,-77*,i,9%
CC1(C)Cc2c(c(N3CCOCC3)nc3snc(Br)c23)CO1,-9%[57.5 µM],41%[activator],4%,16µM*,4%,14%,22,i,5%
Cc1cccc(N2CCN(S(=O)(=O)c3c(C)[nH]c(=O)[nH]c3=O)CC2)c1C,-5%[57.5 µM],9%&0%,4%,26%&0%,-7%,-5%&-12%,34,i,-20%&-2%
CN(C(=O)CSc1cc(Cl)ccc1Cl)C1CCS(=O)(=O)C1 (stereo unspecified),i,5%,-8%,-5%,-2%,8%,5,i,-4%
COc1ccc(-n2nnnc2C(c2ccccc2)N2CCN(C/C=C/c3ccccc3)CC2)cc1 (stereo unspecified),-21%,?,11%,13%,-1%,-1%,-118*,i,15%
CCCCNC(=O)CN1CCC2(O)CCCCC2C1c1ccccc1OC (stereo unspecified),-12%[57.5 µM],-1%,-3%,1%,-1%,2%,24,i,-18%
CC1(C)CC(=O)C2=C(C1)N(c1ccccc1)C(N)=C(C#N)C2c1ccsc1 (stereo unspecified),-14%[57.5 µM],22%,0%,3%,-1%,13%,-27,i,4%
O=c1c2cc(Cl)ccc2[nH]c(=S)n1Cc1ccccn1,27%,?,-1%,14%,0%,-10%,-16,i,-6%
CCN1C(=O)/C(=C/c2cccs2)SC1=Nc1ccc(OC)cc1,0%[57.5 µM],82%[activator],3%,6%,-4%,12%,18,i,-4%
Cc1ccccc1Cn1nc(C)c(NC(=O)c2ccccc2)c1C,i,-11%[0.307 µM],0%,8%,7%,18%,0,i,-4%
CCOCCCN(C(=O)CNC(=O)c1ccco1)C(C(=O)NC1CCCC1)c1ccccc1C (stereo unspecified),i,0%,5%,15%,10%,-1%,18,i,9%
N/C(=N\c1nc2ccccc2o1)NC(=O)C(Cc1ccccc1)N1C(=O)c2ccccc2C1=O (stereo unspecified),-23%[57.5 µM],?,1%,21%,-13%,27%,14,i,7%
ClCc1c2ccccc2cc2ccccc12,9%,3%,2%,15%,5%,0%,0,i,-12%
Cn1nc(C(C)(C)C)cc1NC(=O)C1(C)CCN1C(=O)Cc1ccc(-c2ccccc2)cc1 (stereo unspecified),-29%,?,26%,?,4%,8%,3,i,?
COc1ccc(CCNC(=O)c2c(C)cc(=O)oc2C)cc1OC,i,16%,-8%,-3%,-4%,10%,11,i,-16%
